GPR151 activ: activators of human GPR151, primary screen, cell-based, PathHunter beta-arrestin, luminescence. hit rate 1% among 650,000. PathHunter beta-arrestin GPR151 cells. activation, % at 11.2 µM. G-protein coupled receptor 151 (Homo sapiens), Q8TDV0. AID 1508602, 2020; in the data active = activation above about 4.9%;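 note: 0% = median of compound wells and 100% = cells with positive control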
TEAD-YAP block: TEAD-YAP interaction inhibition, primary screen, TEAD-YAP interaction inhibitor project, luminescence, HEK-TIYL cells. TEAD-Gal4/YAP UAS-luciferase luminescence. inhibition, % at 9.12 µM. hit rate 1.4% among 640,000. AID 1259422, 2018; in the data active = inhibition above about 32%;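 note: 0% = median of test compound wells and 100% = reference inhibitor wells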
MITF inh: MITF inhibitors, primary screen, biochemical, AlphaScreen, human. Microphthalmia-associated transcription factor (Homo sapiens), O75030. hit rate 0.91% among 650,000. AlphaScreen MITF homodimerization, bead proximity signal. inhibition, % at 2.6 µM; in the data active = inhibition above about 50%;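 note: 0% = vehicle wells with protein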
FBW7 act: FBW7 E3 ligase activators, primary screen, biochemical, AlphaScreen, human. AlphaScreen FBW7–phospho-cyclin E peptide binding, activator screen. normalized activity (activation), % at 26.1 µM. F-box/WD repeat-containing protein 7 (Homo sapiens), Q969H0. hit rate 0.13% among 650,000; in the data active = normalized activity above about 1.9%;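 note: purified mutant Fbw7 with reduced substrate affinity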
Target sequence (Q969H0 whole entry, looked up): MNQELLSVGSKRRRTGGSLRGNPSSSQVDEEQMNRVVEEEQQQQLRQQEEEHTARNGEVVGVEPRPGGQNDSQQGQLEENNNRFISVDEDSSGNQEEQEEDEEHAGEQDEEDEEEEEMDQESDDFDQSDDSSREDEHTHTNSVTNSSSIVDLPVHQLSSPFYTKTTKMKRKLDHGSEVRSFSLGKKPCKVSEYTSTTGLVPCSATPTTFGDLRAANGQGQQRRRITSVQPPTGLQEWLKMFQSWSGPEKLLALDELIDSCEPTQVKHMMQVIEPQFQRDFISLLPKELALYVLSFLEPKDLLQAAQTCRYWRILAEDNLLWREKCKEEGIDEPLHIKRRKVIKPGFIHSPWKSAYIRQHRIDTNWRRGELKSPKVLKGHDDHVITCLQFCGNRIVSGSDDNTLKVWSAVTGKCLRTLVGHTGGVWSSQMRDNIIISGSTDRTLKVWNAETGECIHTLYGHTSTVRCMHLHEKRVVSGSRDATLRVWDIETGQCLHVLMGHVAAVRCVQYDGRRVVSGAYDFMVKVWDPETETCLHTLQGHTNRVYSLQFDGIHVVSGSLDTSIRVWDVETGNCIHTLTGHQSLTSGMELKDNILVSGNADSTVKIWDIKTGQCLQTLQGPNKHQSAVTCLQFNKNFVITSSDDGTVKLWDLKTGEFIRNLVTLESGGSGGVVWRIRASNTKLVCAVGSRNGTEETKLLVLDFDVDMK
* hit, by the source's call.

SMILES | GPR151 activ | TEAD-YAP block | MITF inh | FBW7 act
Cc1c(NC(=O)c2ccc([N+](=O)[O-])cc2Cl)cccc1-c1nc2ncccc2o1 | 0.1 | 0 | -6 | -0.2
CCOc1ccc(/C=C2\SC(=S)N(CC(=O)N(CC)CCO)C2=O)cc1 | 2.3 | -5 | -4 | -0.1
CSc1ccc(CN2CCC3(CC2)CC3C(=O)N2C[C@@H](C)O[C@@H](C)C2)cc1 (stereo partly specified) | 0.3 | 13 | 9 | -0.1
CC1(C)Cc2ccccc2/C(=C/C(=O)N2CCCCCC2)N1 | -1.9 | -5 | -3 | -0.2
CSc1ccc(/C=C2/N=C(c3cccc4ccccc34)OC2=O)cc1 | -0.4 | 6 | 4 | 0.1
Cc1ccccc1Nc1nc(C2(C)CC(C(C)C)C(=O)O2)cs1 (stereo unspecified) | -0.7 | 1 | 9 | -0.3
COc1cccc(-n2cc(C(=O)NCCC(=O)NC(C)C)c3ccccc3c2=O)c1 | -0.3 | 1 | -29 | 0.1
COc1ccc(C(=O)NC(=S)Nc2nc3ccccc3s2)cc1OC | -0.2 | 5 | 7 | 0.0
COc1ccc(N(CC(=O)Nc2cccc(Cl)c2C)S(C)(=O)=O)cc1 | -1.6 | -4 | -4 | 0.1
O=C(CSc1nnc(-c2ccc(O)cc2)o1)N1CCC(Cc2ccccc2)CC1 | -0.8 | -1 | 2 | 0.0
O=C(CN(c1ccccc1)S(=O)(=O)c1ccc(F)cc1)NC1CCCCC1 | 1.6 | 8 | 8 | -0.2
O=C(O)C1(c2ccc(O)cc2)CCCC1 | -0.8 | 19 | 13 | 1.0
COc1ccc(-n2nc(C(=O)Nc3cccc(C(F)(F)F)c3)c3ccccc3c2=O)cc1 | -1.7 | 1 | -3 | 0.0
Cc1ccc(NC(=O)CCc2ccccc2)cc1N | -0.9 | -58 | -4 | -0.1
CN1C(=O)CC(CC(=O)N2CCCCC2CCO)(c2cccc(F)c2)C1=O (stereo unspecified) | -1.1 | -2 | -7 | -0.1
COc1ccccc1NC(=O)Cn1nnc(-c2ccccc2N)n1 | 1.5 | -8 | 3 | -0.1
O=C1CCCN1CCn1cnc2c(Nc3ccc(N4CCOCC4)cc3)nc(Nc3ccc4ncccc4c3)nc21 | 2.2 | -13 | 7 | -0.2
CC(C)(C)c1ccc(OCCNc2cc(Cl)ccc2[N+](=O)[O-])cc1 | 0.5 | -1 | 17 | -0.3
C/C(=N\NC(=O)c1cc(-c2ccc(Br)cc2)n[nH]1)c1ccccc1O | -0.6 | -9 | 13 | -0.1
O=C1C2C3C=CC(C4CC34)C2C(=O)N1c1cccnc1 (stereo unspecified) | -1.3 | -5 | 1 | -0.1
Cc1c(CN2CCN(Cc3ccccc3)C(CCO)C2)cnn1C (stereo unspecified) | 1.5 | 10 | -7 | -0.2
COc1ccc(/C=N/NC(=O)CC(=O)O)cc1 | 0.3 | 9 | 7 | 0.2
Cc1cccc(-n2nc3c(c2NC(=O)c2ccc(Cl)cc2)CSC3)c1C | -0.6 | -4 | -11 | 0.2
O=C(c1ccc(Br)o1)N1CCN(c2ccc(C(F)(F)F)cc2[N+](=O)[O-])CC1 | 1.0 | -5 | 24 | -0.1
O=C(Oc1ccc(Br)cc1C(=S)N1CCOCC1)c1cccc([N+](=O)[O-])c1 | -1.4 | 9 | 6 | -0.1
CCc1nnc(SC(CC)C(=O)NCCc2ccc(S(N)(=O)=O)cc2)nc1CC (stereo unspecified) | -0.5 | 8 | -1 | 0.0
CCOCc1nnc(NC(=O)c2c(Cl)cccc2Cl)s1 | -0.4 | -4 | 9 | 0.0
CC(=O)N1c2ccccc2C(=O)C1N1CCCCC1 (stereo unspecified) | 0.3 | 4 | 3 | -0.1
Cc1cc(C(=O)COC(=O)Cc2c(F)cccc2Cl)c(C)n1C | 1.6 | -20 | -3 | 0.1
N=C1C(c2nc(-c3ccc(Br)cc3)cs2)=C(O)CN1Cc1cccnc1 | -1.0 | -10 | 3 | 0.0
COc1ccccc1C(=O)Nc1cccc(Br)c1 | -0.8 | -32 | 14 | 0.1
CCOC(=O)c1nnn(CC(=O)Nc2ccccc2)c1C(=O)OCC | -0.3 | 2 | -8 | -0.1
O=C(NCCNCc1cccc(Cl)c1)c1cccs1 | -0.1 | 11 | 32 | 0.8
N#CCCN(C(=O)Nc1cccc(Cl)c1)c1ccccc1 | 3.2 | -1 | 10 | 0.0
COc1ccc(-c2noc(C(C)Oc3ccccc3)n2)cc1 (stereo unspecified) | 0.1 | -9 | -11 | 0.1
O=C1NN(c2ccc(Cl)c(Cl)c2)C(=O)/C1=C/c1ccc(O)c(O)c1 | -0.6 | -5 | -6 | 0.0
CCOc1ccc(/C(O)=C2/C(=O)C(=O)N(Cc3cccnc3)C2c2ccc(Cl)cc2)cc1C (stereo unspecified) | -1.0 | 2 | -5 | -0.1
COc1ccc(C2=C/C(=C\c3ccccc3OC(C)=O)C(=O)O2)cc1 | 0.1 | -29 | 12 | 0.0
CCS(=O)(=O)NCc1nc(N2CCCC2)c2cccc(C)c2n1 | 2.1 | -11 | 5 | 0.0
Cc1ccc(C2=NN(S(C)(=O)=O)C(c3cc4cccc(C)c4nc3Cl)C2)cc1 (stereo unspecified) | -0.4 | 8 | 1 | 0.0
Cn1cc(CNC(=O)c2sc3cc([N+](=O)[O-])ccc3c2Cl)cn1 | 1.1 | -2 | 5 | -0.2
Cc1cc(C)cc(Cn2c(NCCCN(C)C)cc(=O)n(C)c2=O)c1 | -0.5 | 5 | -1 | 0.0
CCOC(=O)C(CC)/C(C)=N\NC(=O)c1ccccc1[N+](=O)[O-] (stereo unspecified) | 0.4 | 2 | 9 | 0.8
Cc1c(C(=O)Nc2cccc(Cl)c2)sc2ncn(CC(=O)N3CCC(C)CC3)c(=O)c12 | 0.8 | 0 | -3 | 0.3
c1ccc(CCCNc2ncc(-c3ccc4c(c3)OCO4)n3ccnc23)cc1 | 0.0 | -1 | -1 | 0.0
COc1ccc(-c2cnnc(NCc3cnc(C)cn3)n2)cc1 | 0.8 | 0 | 8 | 0.1
O=C1NC(=S)NC(=O)C1=Cc1ccc(OCc2ccc([N+](=O)[O-])cc2)c(Cl)c1 | -0.7 | -70 | -5 | 0.0
COc1ccc(-c2cnc(S(=O)CC(=O)NCCc3ccccc3)n2C)cc1 (stereo unspecified) | 0.9 | 8 | 40 | 0.0
Cn1cc(Cl)c(-c2nc3ccccc3o2)n1 | -5.0 | -31 | 6 | -0.2
Cc1ccc(C(=O)N2CCC(Cc3ccccc3)CC2)cc1S(=O)(=O)N1CCCCC1 | 0.0 | 2 | -5 | 0.1
The results go on.
SMILES | GPR151 activ | TEAD-YAP block | MITF inh | FBW7 act
CC(C)C1C(C#N)=C(N)Oc2n[nH]c(-c3cccs3)c21 (stereo unspecified) | 0.5 | -5 | 1 | -0.3
COc1ccc(Cl)cc1N1C(=O)CSC1c1ccc(Br)cc1 (stereo unspecified) | 0.6 | 8 | 4 | 0.0
O=C(CN1Cc2ccccc2C1=O)Nc1ccc(Cl)cn1 | -0.7 | -3 | -3 | 0.1
CCn1c(=O)c2cc(C(=O)N(CCCOC)Cc3ccco3)sc2c2ccccc21 | 0.1 | 0 | -8 | -0.7
Cn1cnc(S(=O)(=O)NCc2cccs2)c1 | -0.2 | -2 | 6 | 0.1
COc1ccc(CNC(=O)c2ccc(N(C)S(=O)(=O)c3ccc(C)cc3)cc2)cc1 | 2.3 | -9 | 16 | 0.1
COC(=O)c1ccc(COc2ccc(OC)cc2)cc1 | 0.8 | -32 | -6 | 0.1
CCC(=O)Nc1nnc(C(C)(C)C)s1 | -0.2 | 1 | -3 | -0.1
CCCc1ccc(-c2ccc(C(=O)Oc3ccc(C(=O)OCC)cc3)cc2)nc1 | -1.5 | 1 | 15 | 0.2
CCOC(=O)C1CCN(C(=O)/C=C/c2cccc([N+](=O)[O-])c2)CC1 | 6.6* | -7 | 0 | -0.1
CCOC(=O)c1sc2nc(Cc3ccccn3)[nH]c(=O)c2c1C | -0.7 | -2 | 7 | -0.1
O=c1cc(CN2CCN(c3ccc(F)cc3)CC2)occ1OCc1ccc(Cl)cc1 | -2.2 | 5 | 18 | 0.1
COc1ccccc1C(=O)N[C@H]1C[C@H]2C(=O)N3CCC[C@@H]3C(=O)N2C1 | 0.6 | -8 | -8 | 0.1
CCCCc1ccc(NC(CC(=O)c2ccc(OC)cc2)c2ccc(Br)cc2)cc1 (stereo unspecified) | 0.2 | -4 | 15 | 0.0
N#C/C(=C\c1c[nH]c2ccccc12)C(=O)Nc1ccc(F)cc1 | 0.9 | -16 | -4 | 0.1
COc1cc(=O)n2c(c1C(=O)N(C)Cc1ccsc1)CCN(C(=O)C(C)(C)C)CC2 | -0.4 | -13 | 7 | 0.1
COc1ccccc1C1/C(=C(/O)c2ccc(Cl)cc2)C(=O)C(=O)N1CCO (stereo unspecified) | 0.2 | 4 | -1 | -0.2
CCCNC(=O)c1ccnc(N2CCc3ccccc3C2)c1 | 1.0 | 2 | 8 | 0.2
C/C(=N\Nc1ncc(Cl)cc1Cl)c1ccc(N2CCOCC2)cc1 | 0.4 | -4 | -1 | -0.1
Cc1cc(=O)oc2cc(OCC(=O)Oc3ccc4ccccc4c3)ccc12 | 1.3 | -10 | 1 | -0.1
COC(=O)CN1C(=O)C(O)(CC(=O)c2ccc(Br)cc2)c2ccccc21 (stereo unspecified) | 0.4 | 1 | 7 | 0.0
Cc1ncn(-c2ccc(Nc3ncc4cccc(-c5ccc(N6CCN(C)CC6)nc5)c4n3)cc2)n1 | 3.1 | 23 | 31 | 1.3
O=C(CSc1nnnn1C1CCCCC1)N1CCCCC1 | 5.0* | -47 | -20 | 0.0
COc1cccc(N2C(=O)C3C(C2=O)C2C=CC3C23CC3)c1 (stereo unspecified) | -0.2 | 4 | 15 | 0.0
COc1cc(C(C)=O)ccc1OCC(=O)OC(C)C(=O)c1ccc(F)cc1 (stereo unspecified) | 2.3 | -5 | 4 | 0.1
O=C(/C=C/c1ccc(Cl)cc1)N=C1N=C2C=CC=CN2Cc2ccccc21 | -2.4 | -22 | 0 | 0.0
CC(C)(C)c1ccc(/C=C2\N=C(c3ccccc3F)OC2=O)cc1 | 1.0 | -3 | 5 | -0.1
Cc1cc2cc3c(cc2n2c(=O)n(CC(=O)N(C)C)nc12)OCO3 | 0.2 | 8 | -3 | 0.0
CC(C)C(=O)NCC1CCC2(CCN(Cc3ccc(OCc4ccccc4)cc3)CC2)O1 (stereo unspecified) | 1.2 | -7 | 8 | 0.1
Nc1nccc(-c2ccc(S(=O)(=O)Nc3cccc(C(=O)NC4CC4)c3)cc2)n1 | 0.4 | 0 | 27 | 0.5
O=C1C2C3c4ccccc4C(c4ccccc43)C2C(=O)N1c1ccc(O)cc1 (stereo unspecified) | -0.8 | 12 | -3 | -0.1
CCOC(=O)Cn1c(C)c(Sc2ccccc2)c2ccccc21 | -0.1 | 4 | 4 | 0.0
Cc1nn(-c2ccccc2)c2c1N[S@@](=O)N2 | 1.6 | -2 | 4 | -0.5
CC1CCN(C(=O)CN2C(=O)C3C4C=CC(C4)C3C2=O)CC1 (stereo unspecified) | -0.3 | -8 | 13 | 0.3

Assay outcomes as filed in PubChem BioAssay.
